# TDP43 rescue – qHTS of TDP-43 Inhibitors; Potency, µM (titrated, usually from 46.1 µM), for inactives: top-dose growth rescue (activation), most hits filed as activators; TDP-43 expressing yeast growth rescue, BacTiter-Glo, 24 h; AID 652104, 2013; hit rate 1.8% among 410,000; note: % of control where 0% means no effect; nearly all actives have a fitted effect of over 50% in size
#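 Luminescence from BacTiter-Glo reports growth of TDP-43-expressing yeast after 24 hr at 30 deg C with compound. Cells were raffinose-pregrown to mid-log, then seeded in galactose medium at OD600=0.02.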
# HEK293 tox – qHTS of GLP-1 Receptor Inverse Agonists: Cytotox Screen. hit rate 0.13% among 410,000. HEK293 cAMP-luciferase reporter cells, luminescence, 24 h. Potency, µM (top dose mostly 38.3 µM), without a hit: at the top dose activity change, negative = inhibition, actives largely listed as inhibitors. AID 624418, 2012;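 note: loss of luciferase light is scored as toxicity; % is set by controls: 0 for no effect and ±100 for the full control effect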
#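 Luminescence readout: signal drop marks cytotoxicity. Plated cells grew 12 h at 37 °C, 5% CO2, received 23 nL compound for 24 h, then got luciferase reagent, read after 12 min at RT.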
# HT1080 IDH1KD tx – qHTS for induction of synthetic lethality in tumor cells producing 2HG: qHTS for the HT-1080-IDH1KD cell line | HT-1080 IDH1 knockdown viability, ATP luminescence, 48 h | AID 686971, 2013 | Potency, µM (series often up to 46.1 µM), for the others: at the highest dose activity, negative = toxicity, most hits filed as cytotoxic | hit rate 2% among 360,000;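 note: 0% = DMSO wells and -100% = cell-free medium wells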
#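 After a 2 h attachment period, IDH1KD HT-1080 cells took pin-transferred compound for 48 h at 37 °C; ATP-based luminescence after 10 min room-temperature reagent incubation reported viability.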
# GLP1R ag – qHTS of GLP-1 Receptor Agonists | hit rate 0.007% among 380,000 | Potency, µM (highest dose often 45.6 µM), inactives show at the highest dose activation, actives largely listed as activators | AID 624172, 2012 | HEK293 GLP-1R CRE-luciferase, luminescence, 4-6 h; cells express a hypersensitive GLP-1R form; note: % of control where 0% means no effect
# Target sequence (P43220 whole entry, looked up): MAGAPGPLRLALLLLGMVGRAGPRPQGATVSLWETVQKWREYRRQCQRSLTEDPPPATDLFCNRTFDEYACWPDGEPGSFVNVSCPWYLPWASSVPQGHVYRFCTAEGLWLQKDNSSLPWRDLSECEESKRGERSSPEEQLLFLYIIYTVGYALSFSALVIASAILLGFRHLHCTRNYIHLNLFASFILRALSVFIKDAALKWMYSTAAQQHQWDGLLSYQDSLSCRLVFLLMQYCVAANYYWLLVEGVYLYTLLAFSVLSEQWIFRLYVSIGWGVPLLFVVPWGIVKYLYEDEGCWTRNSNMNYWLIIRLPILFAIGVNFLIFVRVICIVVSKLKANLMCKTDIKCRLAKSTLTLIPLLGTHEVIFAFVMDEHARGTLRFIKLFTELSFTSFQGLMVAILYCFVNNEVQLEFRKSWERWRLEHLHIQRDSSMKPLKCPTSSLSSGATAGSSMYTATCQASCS
# HT1080NT lethal – qHTS for induction of synthetic lethality in tumor cells producing 2HG: qHTS for the HT-1080-NT fibrosarcoma cell line; hit rate 1.6% among 360,000; Potency, µM (series often up to 46.1 µM), without a hit: top-dose activity, negative = less viability, hits mostly cytotoxic; AID 686970, 2013; HT-1080-NT fibrosarcoma viability, CellTiter-Glo ATP luminescence, 48 h;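 note: NT is the 2HG producing partner of a matched IDH1 knockdown line; 0% = DMSO-treated cells and -100% = media-only wells without cells; nearly all actives have a fitted effect of over 55% in size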
#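 Viability of the 2HG-overproducing fibrosarcoma line after 48 hours of compound exposure at 37 degrees C was determined by luminescence with CellTiter-Glo, and concentration-effect curves were then fitted and categorized.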
# KB-3-1 cytotox – qHTS assay for MDR1-selective chemotherapeutics: Primary screen using the parental adenocarcinoma cell KB-3-1. hit rate 1.4% among 400,000. Potency, µM (highest dose often 46.1 µM), for the others: at the top dose activity change, negative = cytotoxic, actives largely listed as cytotoxic. KB-3-1 viability, CellTiter-Glo ATP luminescence, 72 h; note: % is set by controls: 0 for no effect and ±100 for the full control effect; nearly all actives have a fitted effect of over 60% in size
#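 Parental KB-3-1 viability, qHTS format: 72 h compound exposure, 37 °C; CellTiter-Glo; media-only wells and DMSO plates as controls; concentration-effect fits on corrected data.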
# SW480 rerep – A quantitative high throughput screen for small molecules that induce DNA re-replication in SW480 colon adenocarcinoma cells | SW480 DNA re-replication, Hoechst DNA content imaging, 48 h | hit rate 1.8% among 340,000 | Potency, µM (doses to about 46.1 µM), inactives show top-dose re-replication activation, actives largely listed as activators | AID 624297, 2012; note: % of control where 0% means no effect; nearly all actives have a fitted effect of over 55% in size
#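 Readout is total intensity of Hoechst-stained nuclei, excited at 405 nm and collected at 500-530 nm. Compound treatment lasted 48 hr at 37 C in 5% CO2 before staining.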
# GLP-1R inv ag – qHTS of GLP-1 Receptor Inverse Agonists (Inhibition Mode); Glucagon-like peptide 1 receptor (Homo sapiens), P43220; HEK293 GLP-1R CRE-luciferase, luminescence, 24 h; GLP-1R form is constitutively active; Potency, µM (highest dose often 38.3 µM), for inactives: at the highest dose activity change, negative = inhibition, actives largely listed as inhibitors; hit rate 1.6% among 410,000; AID 624417, 2012; note: % is set by controls: 0 for no effect and ±100 for the full control effect; nearly all actives have a fitted effect of over 55% in size
#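 Inverse agonists were sought by their lowering of basal cAMP reporter luciferase output in HEK293 cells stably carrying constitutively active human GLP-1R, after 24 h compound treatment.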
# KB-V1 cytotox – qHTS assay for MDR1-selective chemotherapeutics: Primary screen using the drug-selected MDR subline cells KB-V1. AID 1347076, 2019. Potency, µM (series often up to 46.1 µM), without a hit: at the top dose activity change, negative = cytotoxicity, most hits filed as cytotoxic. KB-V1 MDR cells viability, CellTiter-Glo, 72 h. hit rate 3.4% among 400,000; note: % is set by controls: 0 for no effect and ±100 for the full control effect; nearly all actives have a fitted effect of over 60% in size
#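 KB-V1 MDR subline cells in DMEM (phenol-red free, 10% FBS) exposed to compounds in qHTS concentration series for 72 h at 37 degrees C. Viability read by CellTiter-Glo luminescence; concentration-effect curves fitted after normalization and correction.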
# * hit, by the source's call; ? = inconclusive; nt = not tested or not shown; & = joins results of further samples; [ ] = another dose, or the depositor's remark. Calls come from the whole dose curve; as a rule, active = well fitted curve in the direction sought with a large enough effect; inconclusive = small, poorly fitted or top-dose-only effect, or another doubt; inactive = no such curve, though single readings can be large; an effect the other way counts as inactive or inconclusive. Potency is the fitted concentration of half-maximal effect.
# Order of values: GLP1R ag	HEK293 tox	KB-3-1 cytotox	HT1080NT lethal	TDP43 rescue	KB-V1 cytotox	HT1080 IDH1KD tx	SW480 rerep	GLP-1R inv ag
COc1ccc(NC(=O)c2cc(S(=O)(=O)N3CCCCC3)c[nH]2)cc1Cl
→ 0.0%	-8.3%&0.6%	-16.2%	-2.8%	?	17.0%	-2.6%	-11.3%	-1.6%&-26.3%
O=C(Cn1nnc(-c2ccccc2Cl)n1)N/N=C/c1ccc(-c2cccc(Cl)c2)o1
→ -12.3%	3.7%	0.0%	-0.6%	-17.2%	-11.2%	-3.3%	3.9%	-4.7%
COc1ccc(OC)c(C2=NS(=O)(=O)N(C)C(C(=O)NCc3cccs3)=C2)c1
→ 2.5%	2.1%	18.1%	-1.4%	13.5%	-21.6%	0.0%	-4.3%	0.7%
CCCCc1c(C)nc2ccc(OC)cc2c1SCCC(=O)O
→ -0.1%	5.3%	7.2%	5.2%	-0.8%	3.1%	-17.0%	-19.3%	24.1%
COc1ccc(NC(=O)C2(C)CCN2Cc2cccc(OC)c2OC)cc1OC (stereo not given)
→ 26.9%	-20.5%	?	4.8%	12.6%	8.2µM*	-0.7%	nt	3.7%
O=C(CN1C(=O)S/C(=C\C=C\c2ccccc2)C1=O)N1CCOCC1
→ 7.0%	-7.3%	-11.3%	0.6%	3.3%	1.4%	4.2%	-13.3%	-6.3%
CNC(=O)N(O)C1N(c2ccccc2)C(=S)SC1(C)C (stereo not given)
→ 0.0%	13.5%	3.7%	6.3%	5.3%	1.6%	-0.1%	-3.8%	5.8%
COCCCN1C(=O)C(CC(=O)NCC2CCCCC2)CC(C(=O)N(C)C)=C1C (stereo not given)
→ -0.9%	-4.3%	20.8%	11.2%	0.0%	14.8%	11.0%	nt	11.6%
Cc1ccc([C@H]2N[C@]3(CCCN(Cc4ccc(Br)cc4)C3=O)[C@H]3C(=O)N(C)C(=O)[C@@H]23)cc1
→ 27.5%	4.2%	-2.8%	-12.1%	19.0%	-29.0%	3.7%	nt	-18.1%
O=C(c1cc(-c2ccccc2O)on1)N1CCOCC1
→ 6.3%	8.9%	1.2%	28.9%	-20.2%	?	18.5%	1.5%	-2.2%
CC(C)(C)c1cc(OC(=O)C2CCCC2)ccc1O
→ -9.0%	1.9%	-16.7%	?	-91.5%[inhibitor]	-1.0%	?	?	6.6%
CCOC(=O)C1CCCN(C(=O)Cn2ncc3c4ccccc4n(Cc4ccc(F)cc4)c3c2=O)C1 (stereo not given)
→ nt	-0.5%	2.6%	nt	20.2%[9.22 µM]	-23.0%	nt	nt	?
NC(=O)COC(=O)c1cc(=O)[nH]c2ccc(S(=O)(=O)Nc3ccc(F)cc3)cc12
→ -0.4%	-10.3%	3.8%	3.3%	-7.6%	-2.8%	-3.4%	-27.3%	9.9%
O=C(CN1CCN(c2ccccc2O)CC1)Nc1cc(S(=O)(=O)N2CCCC2)ccc1Cl
→ 10.2%	-15.4%	-4.3%	-14.2%	15.0%	6.0%	-12.9%	3.9%	?
COc1ccc(CONc2ncnc3nonc23)cc1[N+](=O)[O-]
→ 2.1%	-4.2%	-1.8%	-12.7%	-13.4%	-16.1%	-14.6%	-13.6%	-8.1%
COC(C[C@@H]1O[C@@H]1[C@@H](O)[C@@H](C)OCc1ccccc1)OC
→ 1.5%	-3.1%	-4.4%	-6.0%	-7.1%	0.4%	-1.0%	2.7%	4.3%
CC1CC2(CCCCC2)Nc2c1ccc1ccccc21 (stereo not given)
→ 7.7%	-8.5%	-3.9%	2.4%	?	3.4%	-1.8%	0.3%	?
OCCNc1nc(Nc2ccccc2Cl)nc(N2CCCC2)n1
→ 13.8%	nt	-2.8%	nt	nt	4.2%	nt	-0.7%	nt
COCCNC(=O)C1Nc2ccc(C(F)(F)F)cc2C2C=CCC12 (stereo not given)
→ -1.9%	0.0%	-8.8%	-3.9%	-1.2%	0.0%	0.8%	9.8%	0.1%
COCCn1c(SCC(=O)Nc2ncc(Cl)c(C)c2Cl)nc2ccccc21
→ ?	-17.9%	?	-1.2%	?	-13.2%	-25.4%	-6.5%	0.0%
S=c1[nH]nc2n1CCCN2
→ -1.1%	-9.4%	9.0%	-0.6%	3.0%	16.4%	-2.1%	-4.5%	25.0%
CCOc1ccc(C(=O)NCC(=O)OCC(=O)Nc2ccc(C)c(S(=O)(=O)N(C)C)c2)cc1
→ 8.2%	-1.4%	-0.7%	-5.3%	-27.5%[0.397 µM]	-12.3%	-3.7%	0.6%	3.7%
CCc1ccc[n+](-c2[nH]c(=O)sc2/C=N/N=C(\N)[O-])c1
→ -0.1%	-9.9%	-0.6%	2.0%	-4.3%	23.8%	1.1%	-2.3%	?
COc1cccc(NC(=O)CCC(=O)Nc2cccc(OC)c2)c1
→ 0.3%	-4.3%	17.1%	-4.1%	-1.3%	15.2%	-13.2%	-2.1%	-4.2%
O=C(O)CC/C(=N/NC(=O)CNC(=O)C(c1ccccc1)c1ccccc1)c1ccccc1
→ 2.3%	18.9%	3.0%	-9.3%	-21.7%	6.4%	-3.4%	-2.4%	3.5%
O=C(COc1ccccc1Cl)NCCCNC(=O)c1ccncc1
→ 2.3%	-4.6%	3.7%	2.4%	-3.2%	-5.6%	-12.3%	0.9%	0.2%
COc1ccc2[nH]c(O)c(N=NC(=N)N)c2c1
→ 11.5%	-25.9%	-3.9%	26.4%	-5.5%	-1.9%	20.5%	-4.7%	50.0%[activator]
CCc1c(C)sc(NC(=O)c2ccc(Br)o2)c1C(=O)OC
→ 7.2%	29.7%	-10.8%	-9.3%	11.6%	-19.7%	-15.6%	-1.2%	?
COc1ccc(C(=O)N2CCC(C)(C(=O)NS(=O)(=O)C3CC3)C2)cc1F (stereo not given)
→ 1.0%	4.3%	0.0%	9.4%	11.9%	?	?	nt	-12.5%
Cc1ccc(S(=O)(=O)Nc2c(C)n(C)n(-c3ccccc3)c2=O)cc1C(=O)NCc1ccco1
→ -24.2%	-25.1%	8.0%	-3.9%	7.7%	-32.1%	-12.1%	37.0%	-30.2%

# Only GLP1R ag (two entries from above):
compound | GLP1R ag
COc1ccc(CONc2ncnc3nonc23)cc1[N+](=O)[O-] | 2.1%
COC(C[C@@H]1O[C@@H]1[C@@H](O)[C@@H](C)OCc1ccccc1)OC | 1.5%

# More records:
# Order of values: GLP1R ag	HEK293 tox	KB-3-1 cytotox	HT1080NT lethal	TDP43 rescue	KB-V1 cytotox	HT1080 IDH1KD tx	SW480 rerep	GLP-1R inv ag
CC(C)c1ccc(CNCc2ccccc2)cc1
→ 13.5%	-4.2%	-7.8%	2.0%	-1.3%	-14.0%	-1.1%	-0.1%	-9.6%
Cc1ccc(NC(=O)CN(C)S(=O)(=O)c2cccs2)c(Br)c1
→ 8.4%	13.0%	-17.2%	-12.4%	2.1%	-15.0%	?	0.6%	-15.2%
COCCCNC(=S)N(Cc1ccccc1)Cc1nc2ccccc2c(=O)[nH]1
→ 12.6%	17.3%	21.1%	-11.9%	-9.5%	-1.8%	0.9%	-0.4%	0.7%
Cn1c(-c2ccccc2O)cc2ccccc21
→ 1.3%	-8.6%	0.0%	?	?	-20.2%	0.0%[9.24 µM]	2.3%	10µM*
CCCN(Cc1cccs1)C(=O)Nc1ccccc1C
→ nt	1.3%	-22.4%	nt	18.4%	3.6%	nt	nt	-2.8%
COC(=O)c1sccc1NC(=O)C1CC(C)=C(C)CC1C(=O)O (stereo not given)
→ 17.6%	1.2%	-2.2%	7.1%	-15.6%	10.5%	10.9%	-7.4%	6.9%
O=C(CN1C(=O)c2ccccc2S1(=O)=O)NCc1cccnc1
→ -2.0%	?	-26.7%	1.6%	-12.2%	8.0%	2.8%	-7.3%	0.1%
Cc1c(Cl)cccc1NC(=O)Cc1cccs1
→ -7.0%	0.2%	3.8%	2.1%	?	10.9%	4.1%	-6.4%	-7.9%
CCOC(=O)N1CCN(C(=O)CCc2c(C)nc3nc(C)nn3c2C)CC1
→ -1.4%	-2.3%	-2.5%	-1.4%	-10.0%	29.9%	2.7%	4.7%	0.0%
CCC1CCCCN1C(=O)CSc1nnc(-c2ccc(Cl)cc2)o1 (stereo not given)
→ -0.2%	1.0%	-19.2%	0.8%	-0.9%	?	2.9%	9.0%	-10.9%
COc1cc2c3c(c1OC)C1(C=CC(=O)C=C1)CC3N(C(=O)CCC(=O)O)CC2 (stereo not given)
→ -0.3%	3.8%	8.2%	13.8%	-12.6%	-7.1%	21.0%	-4.7%	12.7%
CC1CCN(C(=O)Cn2c3ccccc3c3nc4n(c(=O)c32)CCCS4)CC1
→ 2.2%	-19.7%	26.7%	-8.6%	1.1%	-7.1%	-5.4%	-11.2%	4.9%
CS(=O)(=O)c1ccc(C(=O)N2CC(=O)Nc3ccccc32)cc1
→ -0.2%	4.4%	-0.9%	11.4%	0.0%	9.3%	-0.1%	-0.7%	5.6%
Cc1csc(NC(=O)CSc2nc3[nH]ncc3c(=O)[nH]2)n1
→ -3.9%	7.4%	0.1%	-2.0%	0.1%	12.5%	10.1%	-11.4%	-2.8%
Cc1ccc(C)c(NS(=O)(=O)c2cc(C(=O)N3CCCC3)ccc2Cl)c1
→ 1.3%	6.5%	0.2%	-11.3%	21.3%	?	?	?	-8.4%

# Looked up above.
# KB-V1 cytotox, CCCN(Cc1cccs1)C(=O)Nc1ccccc1C is entered as 3.6%
# SW480 rerep, O=C(CN1C(=O)c2ccccc2S1(=O)=O)NCc1cccnc1 is entered as -7.3%
# SW480 rerep, CC(C)c1ccc(CNCc2ccccc2)cc1 is entered as -0.1%
